Source: PubChem BioAssay (National Center for Advancing Translational Sciences (NCATS))
p53ts 32C tox: cytotoxicity in p53ts cells at permissive temperature; H1299-p53A138V at 32C, ATP luminescence viability, 24 h; Potency, µM (highest dose often 46.1 µM), for the others: at the top dose activity change, negative = cytotoxicity, usual class: cytotoxic; 130,000 compounds, 0.93% hits; AID 924;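 further: 0% = DMSO and -100% = full killing by reference compound; nearly all actives have a fitted effect of over 55% in size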
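ATP-content luminescence (ATPlite) read-out after 24 h compound exposure at 32C in H1299-p53A138V cells (600/well). Tested up to 46 uM. Normalized to DMSO (0%) and 100 uM tamoxifen (100% killing); Hill-fit AC50.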
p53ts 39C kill: cytotoxicity in p53ts cells at nonpermissive temperature | Potency, µM (titrated, usually from 46.1 µM), for inactives: top-dose activity change, negative = cell killing, actives largely listed as cytotoxic | 130,000 compounds, 1.5% hits | H1299-p53A138V viability at 39C, ATP luminescence, 24 h; further: nearly all actives have a fitted effect of over 55% in size
Peg3 imprint: inducers of genomic imprint erasure in mouse ES cells. mouse ES Peg3-LacZ reporter, beta-gal luminescence, 40 h. Potency, µM (highest dose often 60.7 µM), for the others: top-dose activity change, positive = activation, actives largely listed as activators. 110,000 compounds, 0.02% hits;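 further: 0% = negative control wells on the plate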
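Each well holds 300 Peg3LacZ-Neo (maternal) female ES cells incubated 40 h at 37C, 5% CO2. LacZ is measured by BetaGlo luminescence, with AC50 and maximum efficacy derived from dose-response curves.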
IkB signaling: IkB pathway inhibition in ABC-DLBCL cells. ABC-DLBCL IkBa-CBG/CBR dual luciferase ratio, 4 h; response scale: scaled: untreated 0%, proteasome inhibitor 100%. Potency, µM (highest dose often 57.1 µM), inactives show at the highest dose IkBa stabilization activation. 110,000 compounds, 0.04% hits; active means well fitted curve in the direction sought with a large enough effect in the signal ratio, not every such curve was filed as active; inconclusive means small, poorly fitted or top-dose-only effect, or a change in a side signal; the % refers to the signal ratio;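 further: the direction sought is a rising ratio; 0% = basal untreated cells and 100% = reference inhibitor full response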
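Curves were fitted separately to fusion (green), unfused (red) and ratio luminescence, then classed by r2, magnitude and activity. Cells: OCI-Ly3, 4 h compound plus doxycycline at 37C; 10 uM MG-132 defined full response.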
Numbers without * were called inactive; ? = inconclusive; / = not tested or not shown; [ ] = another dose, or the depositor's remark. Unless noted, the call rests on the fitted dose curve; in most records, active means well fitted curve in the direction sought with a large enough effect; inconclusive means small, poorly fitted or top-dose-only effect, or another doubt; inactive means no such curve, though single readings can be large; an effect the other way counts as inactive or inconclusive. Unless noted, on the % scale 0 is the no-effect control and ±100 the full control effect; potency means the concentration at half of the fitted maximal effect. This is a random part of the collection; overall some 1.7% were active at least once.

SMILES	p53ts 32C tox	p53ts 39C kill	Peg3 imprint	IkB signaling
CC(C(=O)O)C1CCC2C3CC=C4CC(O)CC[C@@]4(C)C3CC[C@]12C (stereo partly specified)	-12%	6%	-1%	/
O=C(O)CCCC(=O)NCc1ccccn1	11%	2%	3%	0.2%
COc1ccc(NC(=O)Nc2nnc(N3CCCCCC3)s2)cc1	-3%	5%	-11%[10.9 µM]	-0.8%
O=C(c1ccc(S(=O)(=O)N2CCOCC2)cc1)N1CCc2ccccc2C1	12%	18%	-12%	1.8%
Cc1cccc(C(=O)O)c1	4%[1.84 µM]	-2%	-54%[inhibitor]	1.1%
COc1ccc(-c2nsc(SCC(=O)Nc3cc(C)on3)n2)cc1	-5%	-18%	-9%	-0.6%
COc1ccc2ccccc2c1CN1CCCC(CO)C1 (stereo unspecified)	3%	2%	/	/
C[C@H](CO)NC(=O)[C@H](C)[C@@H]1C[C@@]1(C)[C@@H](NC(=O)OCc1ccccc1)c1ccccc1	16%	12%	-16%	/
Cc1cc(C)c(Cn2c3ccccc3c3cnn(CC(=O)NC4CCCCCC4)c(=O)c32)c(C)c1	4%	-4%	-8%[10.9 µM]	1.8%
COC(=O)c1cc(NC(=O)CCc2c(C)nc3cc(-c4ccccc4)nn3c2C)cc(C(=O)OC)c1	9%	-10%	-12%[10.9 µM]	2.3%

2 records picked at random from those above:
SMILES	p53ts 32C tox	p53ts 39C kill	Peg3 imprint	IkB signaling
Cc1cc(C)c(Cn2c3ccccc3c3cnn(CC(=O)NC4CCCCCC4)c(=O)c32)c(C)c1	4%	-4%	-8%[10.9 µM]	1.8%
COc1ccc(-c2nsc(SCC(=O)Nc3cc(C)on3)n2)cc1	-5%	-18%	-9%	-0.6%

Other records:
SMILES	p53ts 32C tox	p53ts 39C kill	Peg3 imprint	IkB signaling
O=S(=O)(Nc1cccc(Cl)c1)c1ccc2[nH]c3c(c2c1)CCCCCC3	?	?	10%[10.9 µM]	-2.9%
CCN(CC)CCOC(=O)c1cccc(Cl)c1	-9%	12%	/	-2.9%
O=C(COC(=O)c1ccc(Br)c(S(=O)(=O)N2CCOCC2)c1)NCC1CCCO1 (stereo unspecified)	2%	1%	7%	-1.3%
CC1(C)COCN1COC1CCCCC1	-4%[9.22 µM]	-12%[9.22 µM]	0%[10.9 µM]	-0.1%[11.4 µM]
CCOc1ccc(NC(=O)c2cc(=O)c3cc(CC)ccc3o2)cc1	0%	23%	-17%[10.9 µM]	-0.6%
COc1cccc(Cn2c(=O)c(CCc3ccccc3)nc3cnc(OC)nc32)c1	-1%	-12%	/	0.1%[11.4 µM]
Brc1c(CSc2nncn2-c2ccccc2)nc2ncccn12	-5%	-12%	-3%	-1.0%
CC1(C)OC(c2ccccc2)=C/C(=C/C=Nc2ccccc2)O1	5%	12%	/	/
Cc1ccc(S(=O)(=O)c2c(C)nn(C(C)(C)C)c2OC(=O)c2ccco2)cc1	?	25µM*	-19%	?
COC(=O)c1ccc(CSc2nc3c([nH]c4ccccc43)c(=O)n2-c2ccc(Cl)cc2)o1	8%	-28%	3%[10.9 µM]	3.0%
COc1ccc(N(C)S(=O)(=O)c2ccc3c(c2)CCN3C(=O)CCC(=O)O)cc1	0%	-5%	-4%[10.9 µM]	-2.2%
Oc1ccccc1Nc1nc2ccccc2n2nnnc12	0%	-12%	19%[10.9 µM]	?
COc1cc(C(c2sc3nc(C)nn3c2O)N2CCc3ccccc3C2)cc(OC)c1OC (stereo unspecified)	-8%	-8%	-22%	-2.2%
O=C(CCSc1nnc(-c2ccncc2)o1)Nc1ccccc1	-5%	6%	/	-1.6%
COc1cccc(-c2cc(C(F)(F)F)nc(NCCc3ccc(OC)c(OC)c3)n2)c1	6%	-1%	-12%[10.9 µM]	?
O=C(NCO)c1cccnc1	-15%	16%	24%	/
Cc1ccc(NCc2cccn2-c2nnc(N3CCCCCC3)s2)cc1	-12%	-9%	-12%[10.9 µM]	?
COCCCNC(=O)C(=O)NCC(c1ccc2c(c1)OCO2)N1CCOCC1 (stereo unspecified)	0%	-14%	-12%[10.9 µM]	1.8%
CCOC(=O)c1cccc(-n2nnc3c(sc4nc(C)c(Br)c(C)c43)c2=O)c1	3%	2%	-7%[10.9 µM]	1.6%
COc1ccc(NC(=O)c2cc(S(=O)(=O)N3CCCC3)ccc2OC)cc1	6%	-9%	2%[10.9 µM]	2.2%
COCc1cc(C)nc(Nc2cc(C)ccc2C)c1C#N	5%	6%	-10%	-3.0%
O=c1c2sc3ccccc3c2n(Cc2cccc(F)c2)c(=O)n1Cc1ccccc1	11%	18%	14%[10.9 µM]	?
COc1cccc(-c2nnc(SCC(=O)N3CCC(C)CC3)o2)c1	-7%	4%	-6%[10.9 µM]	0.8%
CCN(CC)c1ccc(NC(=O)C(Cc2ccccc2)NS(=O)(=O)c2ccc(Br)s2)c(C)c1 (stereo unspecified)	2%	-18%	-8%[10.9 µM]	3.6%
Cc1cc(N)c(-n2cc3c(=O)n(C)c(=O)n(C)c3c2)cc1C	-16%	-11%	-84%[inhibitor]	-3.0%
COc1ccc(Cn2nnnc2C(C(C)C)N2CCN(c3ccccc3OC)CC2)cc1 (stereo unspecified)	1%	-16%	-7%	2.4%
C#C[C@]1(O)CC[C@H]2[C@@H]3CCc4cc(OC)ccc4[C@H]3CC[C@@]21C	2%	0%	/	/
O=C(CSCc1ccccc1)N1CCN(Cc2ccc3c(c2)OCO3)CC1	-6%	-6%	-7%	0.8%
CCOC(=O)c1cnc(N2CCOCC2)[nH]c1=O	3%	5%	-2%	-0.7%
CCOC(=O)c1c(S(=O)(=O)N2CCC(C(=O)N3CCN(c4ccc(F)cc4)CC3)CC2)c(C)n(C)c1C	8%	-17%	9%[10.9 µM]	-1.1%

Taken from above:
Reading of COc1cccc(-c2nnc(SCC(=O)N3CCC(C)CC3)o2)c1 in IkB signaling: 0.8%
Reading of Cc1cc(N)c(-n2cc3c(=O)n(C)c(=O)n(C)c3c2)cc1C in p53ts 39C kill: -11%
Reading of C#C[C@]1(O)CC[C@H]2[C@@H]3CCc4cc(OC)ccc4[C@H]3CC[C@@]21C in p53ts 39C kill: 0%

Further structures:
SMILES	p53ts 32C tox	p53ts 39C kill	Peg3 imprint	IkB signaling
Cc1ccc(-c2nc(SCC(=O)Nc3cc(C)on3)c3c(=O)n(C)c(=O)n(C)c3n2)cc1	27%	20%	22%[10.9 µM]	-1.3%
CCc1c(O)nc(SCC(=O)Nc2ccc(C)cc2)n(C2CCCCC2)c1=O	-7%	-7%	7%	?
CC(C)(C)NS(=O)(=O)c1ccc(CCC(=O)N2CCCCC2)cc1	3%	-1%	-10%	0.5%
Cc1cccc(NCC(O)Cn2cnc3c2c(=O)n(C)c(=O)n3C)c1 (stereo unspecified)	-5%	10%	-16%	0.5%
COc1cc(/C=C\C(=O)N2CCC=CC2=O)cc(OC)c1OC	6.3µM*	6.3µM*	-35%[inhibitor][16.8 µM]	?
Cc1cccc(N(CC(N)=O)C2SC(=O)N(Cc3cccc(C(=O)O)c3)C2=O)c1 (stereo unspecified)	-9%	-21%	-6%[10.9 µM]	6.2%
C=C(C)Cn1c(=O)c2c(nc3n2CCN3c2cccc(Cl)c2C)n(C)c1=O	1%	7%	-11%	-1.1%
CN=C1SC(CC(=O)Nc2ccc(N3CCOCC3)cc2)C(=O)N1C (stereo unspecified)	4%	-1%	-8%	-8.7%
COc1ccc(CN(C(=O)COc2ccccc2OC)C2CCS(=O)(=O)C2)cc1 (stereo unspecified)	0%	0%	-14%[10.9 µM]	5.3%
CCOc1ccc(N(CC)C(=O)c2nn(-c3ccc(OC)cc3)c(=O)c3c2c2ccccc2n3C)cc1	10%	-2%	-7%[10.9 µM]	-1.3%
CC(C)(C)C1=C(C#N)C(c2ccc3c(c2)OCO3)C(C#N)=C(N)O1 (stereo unspecified)	1%	-9%	29%	9.8%
CCn1c2ccccc2c2nnc(SCc3ccc(C(=O)OC)o3)nc21	-4%	-30%	-34%[inhibitor]	?
COc1cc(NC(=O)c2ccc(COCC(F)(F)F)o2)cc(OC)c1OC	-1%	-2%	?	1.1%
CC(NC(=O)c1cn(C)c2ccc(S(=O)(=O)N3CCCC3)cc2c1=O)c1ccc2c(c1)OCCO2 (stereo unspecified)	-4%	24%	2%	-1.7%
COCC(C)NC(=O)C1=CC(c2ccc3c(c2)OCO3)=NS(=O)(=O)N1C (stereo unspecified)	7%	-4%	-10%[10.9 µM]	?
Cc1ccc(-n2c(=O)c3ccccc3n(CC(=O)Nc3cccc(C(F)(F)F)c3)c2=O)cc1	-1%	-9%	-1%[10.9 µM]	?
COc1ccc(N(CC(O)Cn2nnc3ccccc32)S(=O)(=O)c2ccc(C)cc2)cc1 (stereo unspecified)	5%	8%	-8%	?
COc1cccc(N2CCN(CC(=O)Nc3nnc(-c4ccccc4)s3)CC2)c1	-3%	-10%	-18%	?
CCOc1ccccc1-n1nnnc1SCC(=O)Nc1cc(C)on1	9%	9%	-12%	0.4%
CCOc1ccc(OCC)c(NC(=O)C2CCCN2S(=O)(=O)c2cccc3cccnc23)c1 (stereo unspecified)	2%	10%	-12%	-2.1%
CC(=O)Nc1ccc(NC(=O)c2nc(SCc3ccccc3C)ncc2Cl)cc1	-14%	-13%	-17%[10.9 µM]	?
Cn1cccc1C(=O)N1CCC2(CC1)CCN(c1cccc(-c3ccccc3)c1)CC2	-3%	-9%	/	1.9%[11.4 µM]
CCCc1cc(=O)[nH]c(SCC(=O)NC(=O)c2ccccc2)n1	1%	5%	0%	0.7%
Cc1cc2nsnc2c(S(=O)(=O)NCC(=O)O)c1C	1%	2%	-7%	0.1%
O=C(CSc1nc(-c2cccs2)nc2cc(=O)[nH]n12)Nc1ccccc1Cl	13%	-9%	-4%[10.9 µM]	?
Cc1c(C(=O)N2CCN(C)CC2)oc2ccc(S(=O)(=O)N3CCOCC3)cc12	-11%	17%	-11%	0.6%
CC(=O)N1C(C(=O)O)CSC1c1ccc(C)cc1 (stereo unspecified)	-1%	2%	-2%	0.0%
O=C(O)c1ccc(NS(=O)(=O)c2cccc3ccccc23)cc1	-19%	-1%	/	/
COc1ccccc1N=C(C)C1=C(O)CSC1=O	11%	15%	-15%	6.0%
Cc1ccc(Cn2c(=O)n(Cc3ccco3)c(=O)c3sc4ccccc4c32)cc1	17%	0%	-9%[10.9 µM]	-0.2%
Cc1cc(NC(=O)Nc2nc3c(s2)CCCCCC3)ccc1Br	-8%	-23%	6%[10.9 µM]	-4.0%
O=C(NCCCN1CCCC1=O)c1cccc(N2CCCC2=O)c1	-11%	-6%	-6%	-1.0%
O=C(CSc1nc2c(c(=O)[nH]1)CCCC2)Nc1ccc(Br)cc1	6%	-19%	-7%[10.9 µM]	0.2%
CCCc1nnc(SCC(=O)Nc2ccc(OCC)cc2)n1N	-6%	3%	-9%	2.5%
Cc1nnc(NC2=NCCC2)o1	15%	-9%	-2%	-1.0%
CSc1ncc(Cl)c(C(=O)Nc2ccc(S(=O)(=O)Nc3nccc(C)n3)cc2)n1	?	?	7%[10.9 µM]	-0.6%
COc1cccc(-c2ccc(=O)n(CC(=O)NCCN3CCOCC3)n2)c1	5%	-18%	-6%	-0.1%
COc1ccc(OCc2ccc(-c3nc(C#N)c(N4CCCCC4)o3)o2)cc1	0%	11%	-15%[10.9 µM]	0.6%
CCOC(=O)C1CCN(CC(=O)Nc2c(C(=O)OC)[nH]c3ccc(Cl)cc23)CC1	-12%	-11%	-20%	?
COc1ccc(NC(=O)C(NS(=O)(=O)c2cccc3nsnc23)C(C)C)cc1OC (stereo unspecified)	12%	1%	-5%[10.9 µM]	-0.6%
COC(=O)c1c(NC(=O)c2ccc(S(=O)(=O)N3CCOCC3)cc2)sc2c1CCN(C)C2	-4%	8%	-24%	-1.9%
Cc1c(=O)n(OCc2ccccc2)c2ccccc2[n+]1[O-]	-2%	3%	-5%	-0.7%
COc1ccc(-c2nnc(SCC(=O)Nc3ccc(Cl)cc3)n2C)cc1	4%	7%	-2%	0.9%
O=c1oc2ccc3ccccc3c2cc1-c1nnc(Nc2ccccc2F)s1	2%	14%	-2%[10.9 µM]	-3.0%

Only IkB signaling, for 3 of the compounds above:
structure | IkB signaling
COC(=O)c1c(NC(=O)c2ccc(S(=O)(=O)N3CCOCC3)cc2)sc2c1CCN(C)C2 | -1.9%
Cc1c(=O)n(OCc2ccccc2)c2ccccc2[n+]1[O-] | -0.7%
COc1ccc(-c2nnc(SCC(=O)Nc3ccc(Cl)cc3)n2C)cc1 | 0.9%
